Screens from PubChem BioAssay.
EPAC1 antagonist – qHTS for Antagonist of cAMP-regulated guanine nucleotide exchange factor 3 (EPAC1): primary screen; EPAC1 GEF assay, Rap1b-BODIPY-GDP exchange fluorescence; Potency, µM (series often up to 115 µM), for the others: at the highest dose activity change, negative = inhibition, most hits filed as inhibitors; 0.14% of 360,000 active; AID 720709, 2013;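 further: potency means the concentration at half of the fitted maximal effect; plate controls were vehicle for no effect and positive control for full effect; nearly all actives have a fitted effect of over 50% in size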
PLK1 PBD inh – qHTS for Inhibitors of PLK1-PDB (polo-like kinase 1 - polo-box domain): Primary Screen. 2.8% of 360,000 active. Serine/threonine-protein kinase PLK1 (Homo sapiens), P53350. AID 720504, 2013. Potency, µM, for the others: max response, negative = inhibition, hits mostly inhibitors. Plk1 PBD binding of FITC phosphopeptide, fluorescence polarization; further: potency means the concentration at half of the fitted maximal effect; series mostly up to about 57 µM; on the % scale 0 is the no-effect control and ±100 the full control effect; nearly all actives have a fitted effect of over 65% in size
IL-2 act – qHTS of IL-2 Activators; activation, % (series mostly up to about 46 µM); 0.065% of 360,000 active; IL-2 activation reporter assay, cell-based qHTS; stimulated with anti-CD3/CD4/CD28 beads; in transgenic mouse T cells; in the data active means activation above about 50%; inconclusive means mostly about 30% to 49%; further: 0% is about no effect
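First, unstimulated transgenic mouse T cells were exposed to compound for 60 min. Next, anti-CD3/anti-CD4-coated beads with anti-CD28 were added. Finally, after 18 h at 37 degrees C, EGFP and DsRed were imaged.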
GLP-1R inv ag – qHTS of GLP-1 Receptor Inverse Agonists (Inhibition Mode) | Potency, µM (top dose mostly 38.3 µM), for the others: at the highest dose activity change, negative = inhibition, actives largely listed as inhibitors | 1.6% of 410,000 active | Glucagon-like peptide 1 receptor (Homo sapiens), P43220 | HEK293 GLP-1R CRE-luciferase, luminescence, 24 h; GLP-1R form is constitutively active | AID 624417, 2012; further: potency means the concentration at half of the fitted maximal effect; on the % scale 0 is the no-effect control and ±100 the full control effect; nearly all actives have a fitted effect of over 55% in size
Target sequence (P43220 whole entry, looked up): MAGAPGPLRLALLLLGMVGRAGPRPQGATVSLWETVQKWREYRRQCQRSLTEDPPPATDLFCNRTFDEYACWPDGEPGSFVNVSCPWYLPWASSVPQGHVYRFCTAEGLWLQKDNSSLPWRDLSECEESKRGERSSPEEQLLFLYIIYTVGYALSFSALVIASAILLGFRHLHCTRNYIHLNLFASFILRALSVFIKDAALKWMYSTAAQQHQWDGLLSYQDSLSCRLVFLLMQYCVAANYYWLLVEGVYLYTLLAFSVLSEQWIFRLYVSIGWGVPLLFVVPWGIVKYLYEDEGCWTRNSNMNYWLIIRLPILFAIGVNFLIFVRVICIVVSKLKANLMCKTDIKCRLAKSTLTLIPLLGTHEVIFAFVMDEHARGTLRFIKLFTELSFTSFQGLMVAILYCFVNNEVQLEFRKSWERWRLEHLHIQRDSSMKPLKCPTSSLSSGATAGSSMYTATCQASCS
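HEK293 cells stably co-expressing a cAMP-responsive luciferase reporter and constitutively active GLP-1R were seeded, incubated 12 h, then exposed to compounds for 24 h at 37 C. Luminescence was read 12 min after detection reagent; inverse agonists lower signal.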
PI5P4K alpha inh – qHTS for Inhibitors of phosphatidylinositol 5-phosphate 4-kinase (PI5P4K) | max response, % | PI5P4Kalpha enzyme, ADP-Glo luminescence, 60 min; active compounds read low | 1.2% of 330,000 active | Phosphatidylinositol 5-phosphate 4-kinase type-2 alpha (Homo sapiens), P48426 | AID 652105, 2013; active means max response of -50% or lower; inconclusive means between -30% and -50%; inactive means -30% or higher; further: value at the top dose of about 77 µM; on the % scale 0 is the no-effect control and ±100 the full control effect
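Luminescence from ADP-Glo served as readout of PI5P4Kalpha activity in a qHTS format. Reaction: enzyme, substrate, compound, ATP at 5 microM final, 60 min at RT.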
PTHR1 ag – qHTS for PTHR1 Agonists: Primary Screen; Parathyroid hormone/parathyroid hormone-related peptide receptor (Homo sapiens), Q03431; HEK293 GP2 PTHR1 cells, GloSensor cAMP luminescence, 1 h; Potency, µM (series often up to 115 µM), inactives show at the highest dose activation, hits mostly activators; 0.075% of 410,000 active; AID 743266, 2014; further: potency means the concentration at half of the fitted maximal effect; nearly all actives have a fitted effect of over 55% in size; some results filed as inactive show a strong effect at the top dose; inactives centre near -15; many of its hits are not listed in these tables
Target sequence (Q03431 whole entry, looked up): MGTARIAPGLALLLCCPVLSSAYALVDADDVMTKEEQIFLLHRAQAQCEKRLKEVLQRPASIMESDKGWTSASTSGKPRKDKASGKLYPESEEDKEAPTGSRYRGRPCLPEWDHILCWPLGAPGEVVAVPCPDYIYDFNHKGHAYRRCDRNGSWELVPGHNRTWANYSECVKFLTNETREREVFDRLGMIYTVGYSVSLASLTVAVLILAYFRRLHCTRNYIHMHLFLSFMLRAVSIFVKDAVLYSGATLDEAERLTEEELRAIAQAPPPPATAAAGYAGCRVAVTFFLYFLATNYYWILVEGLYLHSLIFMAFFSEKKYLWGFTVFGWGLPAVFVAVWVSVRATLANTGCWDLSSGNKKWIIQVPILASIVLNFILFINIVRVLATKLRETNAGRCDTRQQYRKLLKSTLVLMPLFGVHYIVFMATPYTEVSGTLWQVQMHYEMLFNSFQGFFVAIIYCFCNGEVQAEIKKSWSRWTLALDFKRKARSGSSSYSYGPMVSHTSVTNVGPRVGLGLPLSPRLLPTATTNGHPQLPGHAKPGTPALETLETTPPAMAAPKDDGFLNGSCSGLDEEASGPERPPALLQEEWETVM
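HEK-293-derived GP2 cells expressing PTHR1 and a GloSensor cAMP reporter, 3,000/well, plated overnight, given luciferin plus IBMX (each 0.5 mM as added) for 1 h at 37 °C, then compound for 1 h at 37 °C. Luminescence was read after 15 min at room temperature.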
EPAC1 agonist – qHTS for Agonist of cAMP-regulated guanine nucleotide exchange factor 3 (EPAC1): primary screen | Rap guanine nucleotide exchange factor 3 (Homo sapiens), O95398 | 0.073% of 360,000 active | Potency, µM (doses to about 154 µM), for inactives: at the top dose activation, usual class: activators | EPAC1 agonist qHTS, biochemical assay; response scale: 100% = response to 6.5 mM cAMP | AID 720707, 2013; further: potency means the concentration at half of the fitted maximal effect; nearly all actives have a fitted effect of over 60% in size
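EPAC1 100 nM, Rap1B–BODIPY-GDP 250 nM, unlabeled GDP 50 uM; compound titration; 5 min RT; kinetic read ex480/em540 at 5-min intervals ×30 min; data normalized to 6.5 mM cAMP agonist control.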
GLP-1R agonist – qHTS of GLP-1 Receptor Agonists; Glucagon-like peptide 1 receptor (Homo sapiens), P43220; HEK293 GLP-1R CRE-luciferase, luminescence, 4-6 h; cells express a hypersensitive GLP-1R form; Potency, µM (series often up to 45.6 µM), for inactives: top-dose activation, most hits filed as activators; 0.007% of 380,000 active; further: potency means the concentration at half of the fitted maximal effect; % of control where 0% means no effect
GLP1R cytotox – qHTS of GLP-1 Receptor Inverse Agonists: Cytotox Screen; HEK293 cAMP-luciferase reporter cells, luminescence, 24 h; Potency, µM (highest dose often 38.3 µM), for the others: at the highest dose activity change, negative = inhibition, most hits filed as inhibitors; 0.13% of 410,000 active;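 further: loss of luciferase light is scored as toxicity; potency means the concentration at half of the fitted maximal effect; on the % scale 0 is the no-effect control and ±100 the full control effect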
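Quantitative HTS format, 1536 wells, 200 cells/uL seeded. Compounds: 23 nL, 24 h, 37 °C. Detection: luciferase reagent, luminescence at 12 min RT; decreased signal taken as cytotoxic.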
An asterisk follows results filed as active; i = inactive; ? = inconclusive; . = not tested or not shown; [ ] = remark or other dose. Unless noted, the call rests on the fitted dose curve; in most records, active means well fitted curve in the direction sought with a large enough effect; inconclusive means small, poorly fitted or top-dose-only effect, or another doubt; inactive means no such curve, though single readings can be large; an effect the other way counts as inactive or inconclusive. This is a subset; count on the stated rates, not on these rows.

SMILES	EPAC1 antagonist	PLK1 PBD inh	IL-2 act	GLP-1R inv ag	PI5P4K alpha inh	PTHR1 ag	EPAC1 agonist	GLP-1R agonist	GLP1R cytotox
COc1ccc(OC)c(S(=O)(=O)Nc2ccc(C(N)=O)cc2)c1	9%	-2%	3.3	22%	.	-9%[57.5 µM]	1%	3%	-7%
O=C(OCc1ccccc1)N1CCC2CC1c1ccc(N3CCN(Cc4ccc5c(c4)OCO5)CC3)cc12 (stereo not drawn)	5%	-6%	0.4	?	9	-17%	1%	-1%	23%
CCCOc1ccc(Cl)cc1Nc1nc(NCCO)nc(N2CCCC2)n1	6%	.	0.1	.	.	i	-4%	9%	.
Cc1cc(NS(=O)(=O)c2ccc(NC(=O)C(C(C)C)N3C(=O)c4ccccc4C3=O)cc2)nc(C)n1 (stereo not drawn)	1%	-9%	-2.0	1%	.	i	-7%	0%	7%
CC(=O)Oc1ccc2nc(CN3C(=O)c4ccc([N+](=O)[O-])cc4C3=O)oc(=O)c2c1	-1%	-23%	-1.8	10%	-5	i	13%	1%	-1%
Cc1ccc(Cl)cc1NC1=NC(=S)N(C(C)C)C12CCCCC2	2%	-6%	3.8	?	4	-5%[57.5 µM]	1%	-7%	-1%
COc1cccc(Cn2c(NCc3ccco3)nc3c2c(=O)n(C)c(=O)n3C)c1	2%	-3%	-2.2	1%	0	-51%[inhibitor]	-2%	11%	-12%
Cn1c(-c2ccccc2)cnc1N	0%	-10%	-1.8	4%	-4	-42%[inhibitor]	6%	1%	-14%
CCOc1ccc(S(=O)(=O)NCCC(=O)N2CCCCCCC2)cc1	-8%	-2%	-0.8	-8%	-6	-12%	?	-4%	-17%
NC(=O)CN1CCN(c2cccc(Cl)c2)CC1	7%	-2%	-0.2	4%	0	-30%[inhibitor]	-3%	0%	7%
CN(C)c1nc(NNC(=O)c2ccccc2)nc(N(C)C)n1	?	-9%	-5.7	0%	20	-28%	2%	4%	13%
COc1ccc(CNC(=O)CCC(=O)Nc2nnc(CC(C)C)s2)cc1	6%	-12%	-4.9	25%	-6	-16%	4%	7%	16%
CN(c1ccccc1)S(=O)(=O)c1ccc(Cl)c(C(=O)OCC(=O)N2CCOCC2)c1	9%	-15%	-1.2	4%	1	i	1%	6%	13%
O=C(/C=C/c1ccc(Cl)cc1)NCCSc1ccccc1	-17%	-2%	0.6	-11%	-2	-11%	-16%	0%	-13%
Cc1nnc(-c2ccccc2)c[n+]1[O-]	-1%	-7%	-2.0	16%	1	i	9%	-9%	28%
O=C(NCCCc1ccccc1)c1ccc(CS(=O)Cc2ccc(Cl)cc2)o1 (stereo not drawn)	?	-17%	0.0	1%	0	-1%	3%	2%	5%
Cc1cccc(-c2nnc(SCC(=O)Nc3cc(C)on3)n2C)c1	-10%	-10%	0.5	-30%	-6	i	12%	7%	-5%
CN(/C=C1/C(=O)CNC1=O)CCO	-9%	17µM*	-1.0	37%[activator]	-19	i	2%	1%	4%
COc1ccc(C(=O)O)cc1S(=O)(=O)NCCc1ccccn1	?	-10%	0.4	22%	-7	i	12%	-1%	-1%
COc1ccccc1C/C(N)=N/OC(=O)COc1cc(C)cc(C)c1C	-26%	-17%	0.2	?	16	15%	6%	2%	5%
CCn1c(SCC(=O)Nc2cccc(C)n2)nnc1-c1ccco1	10%	-4%	-1.6	7%	-4	4%[57.5 µM]	2%	-6%	11%
COc1ccc(NC(=O)c2cc(C3CCCCN3S(=O)(=O)c3cn(C)cn3)on2)c(C)c1 (stereo not drawn)	-4%	-1%	-0.1	-22%	3	i	-17%	-3%	1%
COCCCN1C(=O)/C(=C/c2ccc(CNS(=O)(=O)c3ccccc3)o2)C(C(=O)OC)=C1C	-12%	-19%	-0.6	75%[activator]	-4	i	-8%	6%	-10%
CS(=O)(=O)Nc1ccccc1N=C(c1ccccc1)c1ccccc1	-18%	-2%	1.1	15%	-1	i	-9%	-5%	-27%
COc1cc2c(cc1OC)C(c1ccccc1C)CC(=O)N2 (stereo not drawn)	-7%	-13%	0.7	19%	9	-4%	2%	12%	-7%
O=C(OCc1csc(-c2ccccc2)n1)c1ccccc1O	-10%	3%	0.0	0%	-5	-10%	5%	?	4%
O=C(Cn1cnc2c(NCc3ccccc3)ncnc21)NCCc1cc2ccccc2[nH]1	?	-7%	0.4	-24%	0	-47%[inhibitor]	-12%	2%	1%
Cn1c(CC(=O)NNC(=O)c2cccnc2)nc2ccccc21	-29%	-20%	0.0	-3%	4	?	2%	-4%	6%
Oc1cccc(Nc2nc(O)c(/C=C3\C=Nc4ccccc43)s2)c1	-10%	29%	-2.8	24%	-102*	i	17%	10%	-6%
CCNC(=S)NCCN1CCCCC1	10%	0%	1.1	2%	0	-9%[57.5 µM]	1%	0%	5%
CCCNC(=O)C1(C)CCN(CCS(=O)(=O)c2ccc(C)cc2)C1 (stereo not drawn)	-11%	-5%	-0.4	-3%	-1	i	6%	-1%	-8%
COc1cccc2cc(C(=O)Nc3ccccc3C)/c(=N/NS(=O)(=O)c3ccccc3)oc12	9%	-11%	-3.2	4%	-2	-23%	1%	3%	-8%
Clc1cccc(Cl)c1Cn1cnc2c(N3CCCCCC3)ncnc21	10%	-3%	1.1	?	.	1%[57.5 µM]	1%	0%	19%
CCOCCCNC(=O)C(=O)NCCCOCC	11%	-2%	0.1	28%	-9	-3%	2%	3%	-2%
COc1ccccc1COc1cccn2c(N(C)C(=O)CCC3CCCC3)c(C)nc12	-9%	-4%	-0.7	?	0	-7%	-10%	7%	3%
Cc1ccc(NC(=O)NC2CCN(CC(=O)Nc3nccs3)CC2)cc1	-3%	1%	-0.9	-6%	-2	-7%[57.5 µM]	-3%	-9%	-24%
Cc1ccccc1N1CC(=O)N(c2ccccc2C)CC1=O	5%	0%	1.5	5%	2	i	12%	2%	6%
CNS(=O)(=O)c1ccc(NC(=O)C2CC(=O)N(c3ccc(Cl)cc3)C2)cc1 (stereo not drawn)	-14%	27µM*	-0.3	?	6	-9%	14%	2%	2%
O=C(Nc1ccc(OC(F)(F)F)cc1)C1CCCN(S(=O)(=O)c2cnc[nH]2)C1 (stereo not drawn)	21%	2%	-1.0	-30%	10	i	1%	-3%	-4%
Cc1nc2c(C)cccn2c1/C(O)=C1\C(=O)C(=O)N(CCN(C)C)C1c1ccccc1 (stereo not drawn)	-1%	0%	1.1	11%	-1	i	-2%	1%	-5%
CCOc1ccc(C(=O)CN2C(=O)NC3(CCCc4ccccc43)C2=O)cc1 (stereo not drawn)	-4%	-7%	-1.6	?	3	-7%	6%	9%	-11%
Cc1ccc2oc(-c3ccc(C)c(NC(=S)NC(=O)c4cccs4)c3)nc2c1	0%	7%	-0.9	-11%	-3	-56%[inhibitor]	3%	-4%	6%
CC1(c2ccccc2)NC(=O)N(CC(=O)NNC(=O)c2ccccc2F)C1=O (stereo not drawn)	3%	-6%	2.7	-5%	3	4%	7%	?	-1%
COc1cccc(CSc2nc3ccccc3[nH]2)c1	3%	-3%	-2.6	-22%	1	-25%	9%	2%	-9%
Cc1ccc(Cc2c(-c3ccc(C)cc3)nc3ccc(Br)cn23)cc1	2%	-2%	-0.1	?	-1	-45%[inhibitor]	-17%	21%	?

Given as a markdown table: 10 of the compounds above.
| structure | EPAC1 antagonist | PLK1 PBD inh | IL-2 act | GLP-1R inv ag | PI5P4K alpha inh | PTHR1 ag | EPAC1 agonist | GLP-1R agonist | GLP1R cytotox |
| --- | --- | --- | --- | --- | --- | --- | --- | --- | --- |
| Cc1ccc(NC(=O)NC2CCN(CC(=O)Nc3nccs3)CC2)cc1 | -3% | 1% | -0.9 | -6% | -2 | -7%[57.5 µM] | -3% | -9% | -24% |
| Cc1ccccc1N1CC(=O)N(c2ccccc2C)CC1=O | 5% | 0% | 1.5 | 5% | 2 | i | 12% | 2% | 6% |
| CNS(=O)(=O)c1ccc(NC(=O)C2CC(=O)N(c3ccc(Cl)cc3)C2)cc1 (stereo not drawn) | -14% | 27µM* | -0.3 | ? | 6 | -9% | 14% | 2% | 2% |
| O=C(Nc1ccc(OC(F)(F)F)cc1)C1CCCN(S(=O)(=O)c2cnc[nH]2)C1 (stereo not drawn) | 21% | 2% | -1.0 | -30% | 10 | i | 1% | -3% | -4% |
| Cc1nc2c(C)cccn2c1/C(O)=C1\C(=O)C(=O)N(CCN(C)C)C1c1ccccc1 (stereo not drawn) | -1% | 0% | 1.1 | 11% | -1 | i | -2% | 1% | -5% |
| CCOc1ccc(C(=O)CN2C(=O)NC3(CCCc4ccccc43)C2=O)cc1 (stereo not drawn) | -4% | -7% | -1.6 | ? | 3 | -7% | 6% | 9% | -11% |
| Cc1ccc2oc(-c3ccc(C)c(NC(=S)NC(=O)c4cccs4)c3)nc2c1 | 0% | 7% | -0.9 | -11% | -3 | -56%[inhibitor] | 3% | -4% | 6% |
| CC1(c2ccccc2)NC(=O)N(CC(=O)NNC(=O)c2ccccc2F)C1=O (stereo not drawn) | 3% | -6% | 2.7 | -5% | 3 | 4% | 7% | ? | -1% |
| COc1cccc(CSc2nc3ccccc3[nH]2)c1 | 3% | -3% | -2.6 | -22% | 1 | -25% | 9% | 2% | -9% |
| Cc1ccc(Cc2c(-c3ccc(C)cc3)nc3ccc(Br)cn23)cc1 | 2% | -2% | -0.1 | ? | -1 | -45%[inhibitor] | -17% | 21% | ? |
